PP5 primary: blocks human protein phosphatase 5 activity. P53041. purified PP5c, OMFP substrate fluorescence. inhibition, % at 6.7 µM. 320,000 compounds, 0.18% hits. AID 1987;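 active means inhibition above the campaign's mean inhibition across all tested compounds plus 3 SD, cut at about 9.5% in these data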;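 further: 0% = DMSO only and 100% = 100 µM cantharidin control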
Target sequence (P53041 whole entry, looked up): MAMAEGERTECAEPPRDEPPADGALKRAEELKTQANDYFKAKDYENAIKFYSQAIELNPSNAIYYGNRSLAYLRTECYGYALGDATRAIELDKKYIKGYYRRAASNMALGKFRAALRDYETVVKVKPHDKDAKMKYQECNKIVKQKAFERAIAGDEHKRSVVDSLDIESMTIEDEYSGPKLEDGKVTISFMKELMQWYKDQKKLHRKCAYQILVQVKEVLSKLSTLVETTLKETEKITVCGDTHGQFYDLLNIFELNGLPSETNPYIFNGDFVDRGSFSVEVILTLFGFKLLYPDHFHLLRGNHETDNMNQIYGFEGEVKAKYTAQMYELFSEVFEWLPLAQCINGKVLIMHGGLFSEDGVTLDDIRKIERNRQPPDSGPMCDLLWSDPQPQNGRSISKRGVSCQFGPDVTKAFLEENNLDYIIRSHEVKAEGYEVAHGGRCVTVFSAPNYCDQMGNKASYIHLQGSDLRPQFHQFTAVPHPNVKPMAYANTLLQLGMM
procasp3 activ: activates human procaspase-3; P42574; activation, % at 8.5 µM; 330,000 compounds, 0.11% hits; recombinant procaspase-3 D3A, Ac-DEVD-pNA absorbance 405 nm; AID 463141;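 active means activation above the mean of all tested compounds plus 3 SD, cut at about 21% in these data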;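 further: 0% = DMSO alone and 100% = DMSO wells spiked with extra 5 µM PC-3 D3A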
Target sequence (P42574 whole entry D9A/D28A/D175A): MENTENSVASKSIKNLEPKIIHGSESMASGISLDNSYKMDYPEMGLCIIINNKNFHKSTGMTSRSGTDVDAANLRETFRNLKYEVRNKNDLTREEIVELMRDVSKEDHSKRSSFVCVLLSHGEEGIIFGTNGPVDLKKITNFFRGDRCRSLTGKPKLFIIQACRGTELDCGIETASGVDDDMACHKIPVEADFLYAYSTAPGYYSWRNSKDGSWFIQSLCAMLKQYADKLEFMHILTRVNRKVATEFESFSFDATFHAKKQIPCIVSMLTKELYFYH
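Technique: 405 nm absorbance of p-nitroaniline, reads at 0 and 120 min; Test system: Procaspase-3 D3A mutant; Incubation: 1 h enzyme-compound preincubation, then 2 h substrate reaction, 25 °C; Repeats: singlicate, each compound tested once; Benchmarks: low control DMSO wells, high control DMSO plus 5 µM PC-3 D3A.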
PP1 counter: blocks human PP1-alpha phosphatase, a PP5 counter-screen; 320,000 compounds, 0.9% hits; inhibition, % at 6.7 µM; P62136; AID 2235; purified PP1alpha, OMFP fluorescence;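 active means inhibition above the mean inhibition of all tested compounds plus 3 SD, computed separately for each screening campaign, cut at about 15% in these data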
Target sequence (P62136 whole entry, looked up): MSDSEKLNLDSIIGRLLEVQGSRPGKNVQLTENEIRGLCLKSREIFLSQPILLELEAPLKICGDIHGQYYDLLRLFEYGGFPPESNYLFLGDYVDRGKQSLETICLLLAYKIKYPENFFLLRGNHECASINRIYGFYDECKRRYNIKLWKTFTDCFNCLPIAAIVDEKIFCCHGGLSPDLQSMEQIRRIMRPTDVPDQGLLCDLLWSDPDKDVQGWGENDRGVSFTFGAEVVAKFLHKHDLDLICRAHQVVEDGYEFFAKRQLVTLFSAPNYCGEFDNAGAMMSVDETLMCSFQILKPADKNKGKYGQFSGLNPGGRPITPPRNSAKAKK
TPT1 inhibitor: blocks Candida albicans tRNA 2'-phosphotransferase; inhibition, % at 5 µM; AID 1962; recombinant caTPT1, FP RNA substrate dephosphorylation; 300,000 compounds, 0.81% hits;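 active means inhibition above the mean of all tested compounds plus 3 SD, set per screening campaign, cut at about 24% in these data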;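 further: plate controls were DMSO alone for no effect and ferristatin control at 100 nM for full effect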
CTSL1 counter: counter-screen for PFM18AAP inhibitors: inhibitors of F. hepatica cathepsin L1; AID 1906; inhibition, % at 5.96 µM; 300,000 compounds, 0.49% hits; recombinant F. hepatica cathepsin L1, Z-Leu-Arg-MCA fluorescence;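 active means inhibition above the mean of all tested compounds plus 3 SD, set per screening campaign, cut at about 17% in these data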;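 further: 0% = plate median of test compound wells and 100% = 1 µM Z-Phe-Ala-diazomethylketone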
proCasp7 act: counter-screen: procaspase-7 (human) activation; 330,000 compounds, 0.093% hits; recombinant procaspase-7, Ac-DEVD-pNA absorbance 405 nm; D23A/D198A/D206A triple mutant, cannot self-cleave; scale: DMSO 0, 5 µM enzyme 100; activation, % at 8.5 µM; P55210; AID 463210;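 active means percent activation above the screen-wide mean plus 3 SD, cut at about 25% in these data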
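buffer or medium = Zinc-free HEPES/NaCl buffer, pH 7.4 | material = Procaspase-7 triple mutant (PC-7 D3A) | input = 2 µM procaspase-7 mutant as dispensed | signal = Epi-absorbance of released pNA at 405 nm, two timepoints | timing = 1 h preincubation, 2 h reaction | replicates = singlicate compound testing | evaluation = % activation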
core dimer inh: HCV core protein dimerization inhibition. TR-FRET GST/Flag-core106 dimerization, 1536-well. inhibition, % at 5 µM. 300,000 compounds, 0.33% hits. AID 1899;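 active means inhibition above the mean of all tested compounds plus 3 SD, set per screening campaign, cut at about 45% in these data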
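Test system: GST/Flag-tagged HCV core106 proteins; Medium: KF-containing HEPES buffer, pH 7.45, DTT, CHAPS, BSA; Times: compound-protein-antibody incubation 4 h at 22.5 °C; Detection: TR-FRET 671 and 617 nm emission; Benchmarks: wells lacking GST-core106 and wells with excess unlabelled core106.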
AHR activator: human AHR activation | P35869 | AHR-responsive luciferase reporter cells, luminescence | activation, % at 5 µM | 320,000 compounds, 2.5% hits | AID 2796; in the data active means activation above about 47%;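 further: 0% = vehicle wells and 100% = reference agonist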
PAFAH2 inh: PAFAH2 (human) inhibition | AID 492956 | recombinant PAFAH2, FP-rhodamine activity probe, fluorescence polarization | inhibition, % at 3.39 µM | 340,000 compounds, 0.99% hits | Q99487;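 active means inhibition above the mean over all tested compounds plus 3 SD, cut at about 30% in these data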;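 further: inhibitors block probe labeling of enzyme so polarization drops; 0% = enzyme with DMSO and 100% = wells lacking PAFAH2 protein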
Active calls of the source: *.

Screening CN(C)/C=C(\C#N)C(=O)Nc1ccc(O)cc1F returned PP5 primary 0.1, procasp3 activ 3, PP1 counter 1, TPT1 inhibitor -6, CTSL1 counter -2, proCasp7 act 2, core dimer inh 0, AHR activator 16 and PAFAH2 inh 3.
Screening Cc1ccc(-c2nn(CCC(=O)Nc3cccnc3)c(=O)c3ccccc23)cc1 returned PP5 primary 1.2, procasp3 activ 12, PP1 counter 0, TPT1 inhibitor -56, CTSL1 counter -1, proCasp7 act 2, core dimer inh 5 and AHR activator 0.
`COCc1ccc(C(=O)Nc2cccc(S(=O)(=O)N(C)c3ccccc3)c2)cc1` gave procasp3 activ 8, proCasp7 act -2, AHR activator 1 and PAFAH2 inh -3.
Screening N#CCSc1ncccc1-c1nc2ccccc2[nH]1 returned PP5 primary -1.5, procasp3 activ 2, PP1 counter 0, TPT1 inhibitor -5, CTSL1 counter 2, proCasp7 act 12, core dimer inh -2, AHR activator 73* and PAFAH2 inh -3.
Screening CCCCCCC/C(C)=N/NC(=O)CC(=O)NCCc1ccccc1 returned PP5 primary 1.5, procasp3 activ 1, PP1 counter 0, TPT1 inhibitor 1, CTSL1 counter 3, proCasp7 act -9, core dimer inh 1, AHR activator 7 and PAFAH2 inh 3.
For CCC(C)[C@@H](N)C(=O)N/N=C/c1ccc2ncccc2c1 (stereo partly drawn) the results were PP5 primary -0.4, procasp3 activ -4, PP1 counter 2, TPT1 inhibitor -4, CTSL1 counter 5, proCasp7 act 5, core dimer inh -12, AHR activator 11 and PAFAH2 inh -4.
O=C(Nc1c(-c2ccccc2)nc2c(Br)cc(Br)cn12)c1ccco1 was read as PP5 primary 1.9, procasp3 activ 1, PP1 counter -2, TPT1 inhibitor -2, CTSL1 counter -1, proCasp7 act 12, core dimer inh 17, AHR activator 16 and PAFAH2 inh -8.
For O=C(O)c1cccc(S(=O)(=O)N2CCSCC2)c1 the results were PP5 primary 3.9, procasp3 activ 7, PP1 counter -3, TPT1 inhibitor 1, CTSL1 counter -3, proCasp7 act 8, core dimer inh 0, AHR activator -2 and PAFAH2 inh -3.
Cc1noc(C)c1COC(=O)c1cnc(Cl)c(Cl)c1 was read as PP5 primary 2.5, procasp3 activ 5, PP1 counter -2, TPT1 inhibitor 4, CTSL1 counter -1, proCasp7 act -5, core dimer inh -1, AHR activator 1 and PAFAH2 inh -6.
For COc1ccc2c(c1)c(C(=O)CN1CCc3ccccc3C1)c(C)n2C the results were PP5 primary 3.4, procasp3 activ 6, PP1 counter -5, TPT1 inhibitor 1, CTSL1 counter -1, proCasp7 act -9, core dimer inh -12, AHR activator 29 and PAFAH2 inh 8.
`OCCCNc1c2ccccc2nc2ccccc12` gave PP5 primary -1.4, procasp3 activ -5, PP1 counter -5, TPT1 inhibitor -3, CTSL1 counter -1, proCasp7 act -4, core dimer inh 2, AHR activator 11 and PAFAH2 inh -6.
`Cc1ccccc1Nc1nc(N)nc(COC(=O)c2ccc(O)cc2)n1` gave PP5 primary 2.0, procasp3 activ 3, PP1 counter 0, TPT1 inhibitor 0, CTSL1 counter -6, proCasp7 act 15, core dimer inh -7, AHR activator 8 and PAFAH2 inh 4.
For Cc1ccc(NC(=S)NCc2ccc(F)cc2)c(C)c1 the results were PP5 primary -0.3, procasp3 activ 10, PP1 counter -1, TPT1 inhibitor -2, CTSL1 counter 0, proCasp7 act 4, core dimer inh 9, AHR activator 1 and PAFAH2 inh -1.
For COc1ccccc1NC(=O)CN1C(=O)COc2ccc(S(=O)(=O)N3CCC(C)CC3)cc21 the results were PP5 primary 4.0, procasp3 activ 10, PP1 counter -2, TPT1 inhibitor -1, CTSL1 counter 4, proCasp7 act 3, core dimer inh 9, AHR activator 0 and PAFAH2 inh 3.
`CCCCCCn1cnc2c(c1=O)c1nc3ccccc3nc1n2Cc1cccs1` gave PP5 primary 2.5, procasp3 activ -3, PP1 counter -12, TPT1 inhibitor 6, CTSL1 counter -4, proCasp7 act 4, core dimer inh -5, AHR activator 3 and PAFAH2 inh -1.
N/C(=N\OC(=O)c1ccoc1)c1ccc(Br)cc1 was read as PP5 primary 2.5, procasp3 activ 8, PP1 counter -2, TPT1 inhibitor -4, CTSL1 counter -15, proCasp7 act 0, core dimer inh 3, AHR activator 6 and PAFAH2 inh 2.
Cc1nc(N2CCN(C(=O)CCC(=O)O)CC2)c2c(C)c(C)sc2n1 was read as PP5 primary -0.7, procasp3 activ 6, PP1 counter -8, TPT1 inhibitor -2, CTSL1 counter -2, proCasp7 act 8, core dimer inh -4, AHR activator 1 and PAFAH2 inh 5.
Screening O=C(Nc1cc(S(=O)(=O)N2CCOCC2)ccc1OCC(F)(F)F)C1=COCCO1 returned PP5 primary 1.9, procasp3 activ -9, PP1 counter -2, TPT1 inhibitor 7, CTSL1 counter 0, proCasp7 act 0, core dimer inh -3, AHR activator 1 and PAFAH2 inh 6.
NC(=O)c1cccc(S(=O)(=O)N2CC(c3ccccc3)CC2=O)c1 (stereo not drawn) was read as PP5 primary 2.0, procasp3 activ 6, PP1 counter -3, TPT1 inhibitor -1, CTSL1 counter -5, proCasp7 act -2, core dimer inh 1, AHR activator 1 and PAFAH2 inh 0.
For COc1ccc(S(=O)(=O)N(CC(=O)Nc2ccccc2C(=O)N2CCOCC2)c2ccc(F)cc2)cc1 the results were PP5 primary 4.2, procasp3 activ 1, PP1 counter -1, TPT1 inhibitor -1, CTSL1 counter -1, proCasp7 act 5, core dimer inh 3, AHR activator -1 and PAFAH2 inh 4.

Brought forward from above: 2 entries; new compounds follow.
NC(=O)c1cccc(S(=O)(=O)N2CC(c3ccccc3)CC2=O)c1 (stereo not drawn) was read as PP5 primary 2.0, procasp3 activ 6, PP1 counter -3, TPT1 inhibitor -1, CTSL1 counter -5, proCasp7 act -2, core dimer inh 1, AHR activator 1 and PAFAH2 inh 0.
For COc1ccc(S(=O)(=O)N(CC(=O)Nc2ccccc2C(=O)N2CCOCC2)c2ccc(F)cc2)cc1 the results were PP5 primary 4.2, procasp3 activ 1, PP1 counter -1, TPT1 inhibitor -1, CTSL1 counter -1, proCasp7 act 5, core dimer inh 3, AHR activator -1 and PAFAH2 inh 4.
For O=S(=O)(Nc1ccccn1)c1cccc(S(=O)(=O)c2ccc(Cl)cc2)c1 the results were PP5 primary 0.2, procasp3 activ -2, PP1 counter 3, TPT1 inhibitor -2, CTSL1 counter 6, proCasp7 act -6, core dimer inh 5, AHR activator 4 and PAFAH2 inh -9.
Screening CCN1CCN(c2ccc(S(=O)(=O)N3CCCCC3)cc2NC(=O)COc2ccc(F)cc2Cl)CC1 returned PP5 primary 0.4, procasp3 activ 0, PP1 counter 3, TPT1 inhibitor 0, CTSL1 counter 4, proCasp7 act -5, core dimer inh 5, AHR activator -2 and PAFAH2 inh 1.
COc1ccc(-n2ncc3c2CC(C)(C)CC3NC(=O)c2ocnc2C)cc1 (stereo not drawn) was read as PP5 primary 3.8, procasp3 activ 3, PP1 counter 0, TPT1 inhibitor -6, CTSL1 counter 3, proCasp7 act -10, core dimer inh -12, AHR activator 1 and PAFAH2 inh 5.
`CC1(C)N=C(c2cccs2)C(C)(C)N1O` gave PP5 primary 0.7, procasp3 activ 3, PP1 counter -1, TPT1 inhibitor -1, CTSL1 counter 0, proCasp7 act -6, core dimer inh -1, AHR activator 0 and PAFAH2 inh -1.
For C/C(=N/NC(=O)c1cc(C2CC2)[nH]n1)c1cccs1 the results were PP5 primary 2.2, procasp3 activ -1, PP1 counter 0, TPT1 inhibitor -3, CTSL1 counter -4, proCasp7 act -6, core dimer inh 0, AHR activator -16 and PAFAH2 inh -5.
For O=C(Nc1nc(-c2ccc3c(c2)OCO3)cs1)C1COc2ccccc2O1 (stereo not drawn) the results were PP5 primary 3.4, procasp3 activ 6, PP1 counter 6, TPT1 inhibitor 3, CTSL1 counter -2, proCasp7 act -5, core dimer inh 6, AHR activator 38 and PAFAH2 inh -8.
For COc1ccc(S(=O)(=O)N2CC(=O)Nc3ccccc32)cc1F the results were PP5 primary -0.8, procasp3 activ -7, PP1 counter 0, TPT1 inhibitor 1, CTSL1 counter -6, proCasp7 act 6, core dimer inh -6, AHR activator 11 and PAFAH2 inh -2.
For COc1cc(C(=O)NCc2ccc(S(N)(=O)=O)cc2)ccc1OCC(=O)N1CCOCC1 the results were PP5 primary 3.0, procasp3 activ -1, PP1 counter 4, proCasp7 act 2, AHR activator -3 and PAFAH2 inh 1.
COc1ccc2cc3cc(C(=O)Nc4cc(OC)c(OC)c(OC)c4)oc3nc2c1 was read as PP5 primary -0.1, procasp3 activ -4, PP1 counter -1, TPT1 inhibitor -2, CTSL1 counter 0, proCasp7 act 3, core dimer inh -3, AHR activator -10 and PAFAH2 inh 2.
For CC(C)Cn1ccc(=O)n(CC(C)C)c1=O the results were PP5 primary -9.6, procasp3 activ -7, PP1 counter -4, TPT1 inhibitor -2, CTSL1 counter 11, proCasp7 act -1, core dimer inh -9, AHR activator 0 and PAFAH2 inh -2.
Screening COc1ccc(C(=O)Nc2ccccc2C(=O)Nc2cccnc2)cc1 returned PP5 primary 0.2, procasp3 activ 0, PP1 counter 3, TPT1 inhibitor 0, CTSL1 counter 0, proCasp7 act 11, core dimer inh 7, AHR activator 44 and PAFAH2 inh 12.
CCC(C)Cn1c(S(=O)(=O)O)nc2ccccc21 (stereo not drawn) was read as PP5 primary 2.8, procasp3 activ 0, PP1 counter 0, TPT1 inhibitor -6, CTSL1 counter 0, proCasp7 act 2, core dimer inh -4, AHR activator 0 and PAFAH2 inh 1.
`O=C(O)C1C2C=CC3(CN(Cc4ccco4)C(=O)C13)O2` (stereo not drawn) gave PP5 primary -0.3, procasp3 activ -2, PP1 counter -3, TPT1 inhibitor -6, CTSL1 counter -1, proCasp7 act -10, core dimer inh -4, AHR activator 1 and PAFAH2 inh -2.
For O=C1Cc2ccccc2C(=O)N1CCc1ccccc1 the results were PP5 primary 2.5, procasp3 activ 0, PP1 counter -1, TPT1 inhibitor 2, CTSL1 counter 67*, proCasp7 act 15, core dimer inh 13, AHR activator 73* and PAFAH2 inh 5.
For Cc1ccc(-n2c(SCC(N)=O)nnc2-c2cnccn2)cc1 the results were PP5 primary -2.5, procasp3 activ -6, PP1 counter -2, TPT1 inhibitor 2, CTSL1 counter 3, proCasp7 act -1, core dimer inh 0 and AHR activator -1.
Screening COc1ccc(CCNS(=O)(=O)c2cc(/C=C/C(=O)O)ccc2C)cc1OC returned PP5 primary 2.2, procasp3 activ 12, PP1 counter 0, TPT1 inhibitor 1, CTSL1 counter 0, proCasp7 act -2, core dimer inh 4, AHR activator -2 and PAFAH2 inh 9.
Screening Cc1nn(C)c(C)c1NC(=O)COc1ccc(F)cc1Br returned procasp3 activ 12, proCasp7 act -7, AHR activator -1 and PAFAH2 inh 5.
Screening NC(=O)COC(=O)c1ccc(Oc2ccccc2)cc1 returned PP5 primary -0.9, procasp3 activ -4, PP1 counter 0, TPT1 inhibitor -1, CTSL1 counter 0, proCasp7 act -3, core dimer inh -9, AHR activator -2 and PAFAH2 inh 6.

Compound activity (PubChem BioAssay)
